K1F lysis inhibition – inhibition of K1F phage lysis, E. coli UTI89, bacterial capsule biogenesis inhibitors, alamar blue (AID 488966); inhibition, % at 100 µM, or IC50 in µM where a hit was titrated; E. coli UTI89 K1F phage lysis, alamar blue, 2 h; higher % means a stronger effect; hit rate 0.02% among 340,000;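 active = phage lysis inhibition, versus mean bacterial control, above a set limit; inconclusive = no clear call, values can overlap the other calls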;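 note: capsule biogenesis inhibitors block K1F phage lysis so surviving cells raise fluorescence; higher fluorescence means more inhibition of phage lysis; actives were called in the ten point dose series up to 300 µM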
RSV antiviral HEp-2 – RSV antiviral activity via CPE protection, HEp-2 cells, primary 10 µM value included (AID 2391). one-dose CPE inhibition, % at 10 µM; IC50 in µM for titrated hits. HEp-2 cells, RSV-induced CPE inhibition; higher % means a stronger effect. hit rate 0.13% among 310,000; in the data active = a potency from the dose series; inconclusive = CPE inhibition mostly from about 23% at the one dose, without a potency; inactive = the rest, 99 in 100 with CPE inhibition below about 21%; note: strong numbers were not always called active
Autophagy HCS – autophagy modulators in MEF cells, primary screen, imaging, high-content, MEF GFP-LC3 | MEF GFP-LC3 puncta imaging; test concentration mostly 10 µM | calls only at 10 µM (by protocol) | hit rate 0.98% among 190,000;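 active = percentage of spot-positive cells more than 3 SD above its plate mean, without a fluorescence outlier flag or 80% toxicity; inconclusive = no clear call, values can overlap the other calls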;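 note: spot-positive cell cutoff set from DMSO-treated cells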
AID2073 – inhibitors of Mint1-CaV2.2 protein interaction, biochemical, HTRF (AID 2073) | HTRF protein-protein interaction, Mint1-CaV2.2; higher % means a stronger effect | inhibition, % at 20 µM, or IC50 in µM where a hit was titrated | hit rate 0.19% among 290,000; in the data active = inhibition mostly above about 51%, no sharp cut-off; inconclusive = no clear call, values can overlap the other calls; inactive = mostly below about 53%; note: some results filed as inactive read as strong as hits
GPR35 antagonists – GPR35 antagonists blocking zaprinast-driven arrestin recruitment, primary screen, imaging, U2OS, beta-arrestin-GFP, zaprinast agonist (AID 2058); one-dose inhibition, % at 10 µM; IC50 in µM for titrated hits; U2OS GPR35 beta-arrestin-GFP translocation imaging, zaprinast antagonism; higher % means a stronger effect; hit rate 0.052% among 290,000;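 active = inhibition of at least 50% with at least 30 cells and total cytoplasm GFP at most 10,000,000; inconclusive = under 30 cells or total GFP of 10,000,000 plus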
Dengue-2 NS5 capping – Dengue-2 NS5 methyltransferase inhibitors, primary screen, biochemical, confirmation dose response (AID 588689); Genome polyprotein (Dengue virus type 2 (strain 16681-PDK53)); Dengue-2 NS5 methyltransferase capping enzyme assay, biochemical; higher % means a stronger effect; inhibition, % at 25 µM; hits with a dose series show IC50 in µM; hit rate 0.3% among 340,000; in the data active = a potency from the dose series; inconclusive = inhibition above about 29% without an active follow-up result
WT yeast gro inh – growth inhibition of WT strain, primary screen, mitochondrial fusion inhibitor project, WT and mutant strains, chemical genetic; mitochondrial fusion phenotypic screen; inhibition, % at 10 µM; hit rate 2.1% among 190,000; AID 1362, 2008; in the data active = inhibition above about 58%; tested in S. cerevisiae
LYP phosphatase – inhibitors of LYP phosphatase, biochemical, fluorescence intensity, uHTS (AID 1779) | hit rate 0.054% among 290,000 | inhibition, % at 11.5 µM; hits with a dose series show IC50 in µM | Tyrosine-protein phosphatase non-receptor type 22 (Homo sapiens) | recombinant LYP phosphatase, fluorescence intensity; higher % means a stronger effect; in the data active = inhibition above about 50%;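 note: plate controls were vehicle with enzyme for no effect and no enzyme for full effect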
NTR1 ag – agonists of NTR1, primary screen, imaging, U2OS cells, beta-arrestin-GFP, high content (AID 493036); NTR1-U2OS beta-arrestin-GFP spot imaging, agonist mode; activation, % at 20 µM; hit rate 0.17% among 330,000;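 active = activation at or above 40% of the spot to cytoplasm intensity ratio, with at least 20 cells analyzed; inconclusive = wells under 20 cells, flagged as cytotoxic or low count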;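 note: 0% = DMSO without peptide and 100% = 100 nM NTR1 peptide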
Target sequence (P30989 whole entry, looked up): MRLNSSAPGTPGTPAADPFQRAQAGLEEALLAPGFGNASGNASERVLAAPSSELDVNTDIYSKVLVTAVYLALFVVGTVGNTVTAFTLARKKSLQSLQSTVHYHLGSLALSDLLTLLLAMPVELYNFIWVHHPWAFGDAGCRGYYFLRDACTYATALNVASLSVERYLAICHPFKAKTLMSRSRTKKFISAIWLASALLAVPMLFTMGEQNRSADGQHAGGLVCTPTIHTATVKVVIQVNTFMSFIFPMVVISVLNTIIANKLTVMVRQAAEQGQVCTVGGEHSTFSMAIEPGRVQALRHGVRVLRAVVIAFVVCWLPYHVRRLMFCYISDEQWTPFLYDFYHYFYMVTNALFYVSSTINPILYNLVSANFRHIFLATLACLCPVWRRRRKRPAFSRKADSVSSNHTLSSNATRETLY
WT yeast gro inh mutant strain – second read-out of WT yeast gro inh, no call of its own (marks repeat the call); inhibition, %; mitochondrial fusion phenotypic screen, mutant strain inhibition
Autophagy HCS cell loss 18 h – recorded beside Autophagy HCS, whose call it bears; toxicity, %; measured here: cell loss, nuclei count;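 cell loss after 18 h compound exposure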
NTR1 ag cell count 20 µM – also measured in NTR1 ag; calls as there; cell count; measured here: cell count, cytotoxicity flag
Dengue-2 NS5 capping pilot replicate – also measured in Dengue-2 NS5 capping; calls as there; inhibition, %; measured here: pilot screen replicate inhibition
* hit, by the source's call; i = inactive; ? = inconclusive; nt = no result given; [ ] = remark or other dose. Compounds as they come, and some 2.6% of all compounds hit somewhere here.

SMILES	K1F lysis inhibition	RSV antiviral HEp-2	Autophagy HCS	Autophagy HCS cell loss 18 h	AID2073	GPR35 antagonists	Dengue-2 NS5 capping	WT yeast gro inh	WT yeast gro inh mutant strain	LYP phosphatase	NTR1 ag	NTR1 ag cell count 20 µM	others
COc1ccc(NC(=O)CSc2nnc(Cc3cccs3)n2C)cc1	0.8%[50 µM]	2.3%	nt	nt	nt	nt	-13%	nt	nt	nt	0.4	49
CC(=O)N1c2ccc(S(=O)(=O)N3CCCCC3)cc2CC1C(=O)Nc1ccc(F)cc1C (stereo not given)	-0.1%	1.6%	nt	nt	5%	17%	0%	nt	nt	-7%	-0.5	64
CC1(C)NC(=O)N(CC(=O)N2CCN(S(=O)(=O)c3cc(Cl)ccc3Cl)CC2)C1=O	0.4%[50 µM]	0.7%	nt	nt	nt	nt	-1%	nt	nt	nt	1.3	61
Cc1ccc(C(=O)/C=C/Nc2cccc(O)c2)cc1	0.3%	0.4%	i	9	-1%	7%	10%	13	23	0%	0.1	53
CCOC(=O)C1=C(C)N(CCCC(=O)O)C(=O)NC1c1ccc([N+](=O)[O-])cc1 (stereo not given)	1.9%	0.4%	i	7	18%	2%	-10%	-3	-19	-3%	0.1	55
O=C(c1ccco1)N1CCN(c2ccccc2F)CC1	0.0%	0.7%	i	2	-3%	-7%	-4%	-7	-16	-4%	0.8	52
CC(=O)N/C(=C/c1ccc(OS(=O)(=O)c2ccc(C)cc2)cc1)C(=O)Nc1ccc(C(=O)O)cc1	-0.4%	0.5%	nt	nt	8%	2%	-7%	nt	nt	-3%	-0.7	61
COC(=O)c1ccc(Cn2nc([N+](=O)[O-])c(Br)c2C)cc1	0.8%	nt	nt	nt	0%	-3%	6%	nt	nt	-8%	0.1	39
CS(=O)(=O)N1CCCC(C(=O)Nc2ccc3c(c2)OCCO3)C1 (stereo not given)	-2.5%	-0.7%	i	-2	0%	1%	-3%	-21	3	-5%	-0.4	46
CCCCC(=O)NC(Nc1nc(C2CC2)cs1)(C(=O)OCC)C(F)(F)F (stereo not given)	-0.1%	3.8%	i	35	-20%	11%	-7%	0	-7	-1%	-1.7	60
CS(=O)(=O)N1CCCC(C(=O)NCc2ccc(F)cc2)C1 (stereo not given)	2.6%[50 µM]	0.2%	i	-7	-1%	-12%	-3%	4	20	-2%	0.4	69
c1ccc(-c2[nH]ncc2CN2CCc3ccccc3C2)cc1	0.9%	nt	nt	nt	33%	18%	1%	nt	nt	-4%	-0.3	41
COc1ccc(C(=O)N2CCN(c3ncccn3)CC2)cc1S(=O)(=O)N1CCOCC1	0.6%	0.1%	nt	nt	nt	nt	0%	nt	nt	nt	0.9	55
COc1ccc(NC(C)=O)cc1NC(=O)c1cccc(C(F)(F)F)c1	0.1%	6.2%	i	-7	-3%	-11%	-8%	-12	14	-1%	-1.3	32
CCN1CCc2c(sc(NC(=O)Nc3ccc(Cl)c(Cl)c3)c2C(N)=O)C1	0.0%	54%	?	nt	0%	?	25%	77*	29*	1%	nt	nt
CCOC(=O)C1=NN(C(=O)c2ccc(C)cc2)C(O)(c2ccc(Cl)cc2)C1 (stereo not given)	-0.1%	1.2%	i	-10	10%	13%	2%	28	7	-6%	1.0	87
CCOc1ccc(N2CC(C(=O)NCCc3c[nH]c4ccc(OC)cc34)CC2=O)cc1 (stereo not given)	0.0%	1.6%	nt	nt	5%	3%	-3%	nt	nt	-4%	-0.3	61
O=C(NC(=S)N(Cc1ccccc1)Cc1ccccc1)C1CCCCC1	-1.1%	0.5%	i	-14	-17%	-15%	-2%	3	-16	1%	0.3	47
O=C(O)/C(=C/c1ccco1)NC(=O)c1ccc(Br)o1	0.4%	1.2%	nt	nt	3%	9%	8%	nt	nt	-4%	-0.1	56	Dengue-2 NS5 capping pilot replicate=5.5
CC(=O)Oc1ccc(/C=C(\NC(=O)c2cccc(Br)c2)C(=O)Nc2ccc(C(=O)O)cc2)cc1	-1.8%	1.7%	nt	nt	nt	nt	4%	nt	nt	nt	-1.1	54
COc1cccc(N2CC(NS(=O)(=O)c3ccc4ccccc4c3)CC2=O)c1 (stereo not given)	0.2%[50 µM]	-0.9%	nt	nt	nt	nt	1%	nt	nt	nt	-0.2	55
COc1ccc(NC(=O)CN2C(=O)NC(C)(C3CC3)C2=O)c(OC)c1 (stereo not given)	-0.8%	1.0%	nt	nt	nt	nt	0%	nt	nt	nt	3.2	69
Cc1ccc(S(=O)(=O)N2CCN(C(=O)CC(C)(C)C)CC2)cc1	-0.4%	2.2%	i	16	-2%	-3%	-8%	4	4	-8%	1.4	99
O=C(NCC(c1cccnc1)N1CCN(c2ccccc2F)CC1)c1ccco1 (stereo not given)	7.2%	0.4%	i	3	4%	6%	-6%	-1	-9	-4%	-1.4	69
COc1ccc(C(=O)NCc2cccnc2)cc1C(=O)NCc1cccnc1	1.0%	0.1%	nt	nt	nt	nt	-1%	nt	nt	nt	-1.9	37

Entries shown so far that have bromine:
SMILES	K1F lysis inhibition	RSV antiviral HEp-2	Autophagy HCS	Autophagy HCS cell loss 18 h	AID2073	GPR35 antagonists	Dengue-2 NS5 capping	WT yeast gro inh	WT yeast gro inh mutant strain	LYP phosphatase	NTR1 ag	NTR1 ag cell count 20 µM	others
COC(=O)c1ccc(Cn2nc([N+](=O)[O-])c(Br)c2C)cc1	0.8%	nt	nt	nt	0%	-3%	6%	nt	nt	-8%	0.1	39
O=C(O)/C(=C/c1ccco1)NC(=O)c1ccc(Br)o1	0.4%	1.2%	nt	nt	3%	9%	8%	nt	nt	-4%	-0.1	56	Dengue-2 NS5 capping pilot replicate=5.5
CC(=O)Oc1ccc(/C=C(\NC(=O)c2cccc(Br)c2)C(=O)Nc2ccc(C(=O)O)cc2)cc1	-1.8%	1.7%	nt	nt	nt	nt	4%	nt	nt	nt	-1.1	54

Of the compounds above, these have an NH in an aromatic ring.
SMILES	K1F lysis inhibition	RSV antiviral HEp-2	Autophagy HCS	Autophagy HCS cell loss 18 h	AID2073	GPR35 antagonists	Dengue-2 NS5 capping	WT yeast gro inh	WT yeast gro inh mutant strain	LYP phosphatase	NTR1 ag	NTR1 ag cell count 20 µM	others
c1ccc(-c2[nH]ncc2CN2CCc3ccccc3C2)cc1	0.9%	nt	nt	nt	33%	18%	1%	nt	nt	-4%	-0.3	41
CCOc1ccc(N2CC(C(=O)NCCc3c[nH]c4ccc(OC)cc34)CC2=O)cc1 (stereo not given)	0.0%	1.6%	nt	nt	5%	3%	-3%	nt	nt	-4%	-0.3	61

Next entries follow.
SMILES	K1F lysis inhibition	RSV antiviral HEp-2	Autophagy HCS	Autophagy HCS cell loss 18 h	AID2073	GPR35 antagonists	Dengue-2 NS5 capping	WT yeast gro inh	WT yeast gro inh mutant strain	LYP phosphatase	NTR1 ag	NTR1 ag cell count 20 µM	others
CCCOc1ccc(-c2nnn(CC(=O)N3CCCCC3)n2)cc1	0.1%	15%	nt	nt	8%	-1%	-1%	nt	nt	-3%	4.4	54
CCn1ccc(C(=O)Nc2ccccc2Cl)n1	0.3%	2.4%	i	-14	?	2%	-1%	-17	0	-4%	0.0	93
CCOC(=O)C1CCN(S(=O)(=O)CCNC(=O)c2cccc(OC)c2)CC1	1.6%[50 µM]	-1.1%	nt	nt	nt	nt	0%	nt	nt	nt	-0.4	62
CCC(C)N(C(=O)COc1ccc(-c2nnco2)cc1)C1CCS(=O)(=O)C1 (stereo not given)	0.7%[50 µM]	-0.5%	nt	nt	nt	nt	-2%	nt	nt	nt	-0.9	67
CN(CC(=O)Nc1c(Cl)cccc1Cl)C(=O)CNC(=O)c1ccco1	0.6%[50 µM]	0.3%	nt	nt	nt	nt	-5%	nt	nt	nt	-0.1	53
FC(F)(F)c1ccc(CSc2ccccn2)cc1	-1.9%	nt	nt	nt	-12%	-4%	7%	nt	nt	-5%	1.0	40
COc1cc(C(=O)OCC(=O)NCCC2=CCCCC2)ccc1OCC(C)C	0.9%[50 µM]	-1.6%	nt	nt	nt	nt	0%	nt	nt	nt	2.5	75
CN(C(=O)CSc1ncnc2sccc12)c1c(N)n(Cc2ccccc2)c(=O)[nH]c1=O	0.1%	3.0%	nt	nt	3%	-1%	7%	nt	nt	-3%	-1.2	57
CCOC(=O)C1=C(CS(=O)(=O)c2ccc(F)cc2)NC(=O)NC1c1cc(OC)c(O)c(OC)c1 (stereo not given)	-0.1%	0.5%	nt	nt	0%	12%	1%	nt	nt	-8%	-0.3	62
Cc1nnc(Nc2ccc(C(=O)O)cc2)[nH]c1=O	-0.5%	-0.5%	i	-4	-10%	-11%	4%	-6	-20	-4%	-0.5	44
O=C(Nc1ccc(S(=O)(=O)N2CCCC2)cc1)c1cccc(OC(F)F)c1	0.5%[50 µM]	?	nt	nt	nt	nt	-5%	nt	nt	nt	1.0	65
COc1ccc([N+](=O)[O-])cc1N(CC(=O)Nc1ccccc1C(=O)NC(C)C)S(C)(=O)=O	3.1%	0.0%	i	30	5%	5%	-3%	-1	14	-4%	0.2	41
CC1=CCC2C(=O)N(c3ccc(C(=O)Nc4ccccc4Cl)cc3)C(=O)C2C1 (stereo not given)	1.0%[50 µM]	1.0%	nt	nt	-1%	36%	-5%	nt	nt	-8%	-0.6	88
O=C(Nc1cccnc1)c1cccc(NC(=O)c2ccco2)c1	2.2%	1.8%	i	-2	-1%	12%	4%	13	7	0%	0.4	53
N#Cc1cnn2c(-c3cccc(C(F)(F)F)c3)ccnc12	nt	38%	nt	nt	24%	13%	nt	nt	nt	-5%	0.5	53
COc1ccc(-c2ccc(-c3nc4c(c(=O)[nH]c(=O)n4Cc4ccccc4)n3C)o2)c([N+](=O)[O-])c1	1.9%	5.8%	i	4	16%	-16%	26%	31	-21	0%	5.4	62
C[C@]12CCC(=O)C=C1[C@H](O)C[C@@H]1[C@@H]2[C@@H](O)C[C@@]2(C)[C@H]1CC[C@]2(O)C(=O)CO	0.8%	-1.5%	i	-19	2%	-10%	-1%	-14	-8	0%	-0.7	62
Cc1nc(C)c(C(=O)C2=C(O)C(=O)N(CCN(C)C)C2c2ccco2)s1 (stereo not given)	1.2%	0.5%	nt	nt	-1%	-2%	4%	nt	nt	-4%	-0.8	64
NC(=O)CSc1nnc(-c2cccnc2)n1CCc1ccccc1	0.6%	6.4%	nt	nt	-6%	3%	1%	11	6	-4%	-0.4	86
Nn1c(CSc2nc3ccccc3o2)nnc1CSc1nc2ccccc2o1	-0.3%	0.7%	i	-3	8%	-3%	10%	4	14	-11%	6.3	85
CC(C)(C)OC(=O)NC(CC(=O)OCc1ccccc1)C(=O)O (stereo not given)	-0.8%[50 µM]	0.9%	nt	nt	-2%	-2%	-2%	nt	nt	-5%	0.7	58

Screening results as filed in PubChem BioAssay.
